# Screening data deposited in PubChem BioAssay by NCI.
# NCI-60 one-dose screen, 48 h, at 10 µM unless noted. Numbers give growth in % (100 = growth as untreated, 0 = no growth, -100 = all killed).
# A549/ATCC – A549/ATCC NSCLC. hit rate 3.7% among 81,000. AID 1794740
# SK-MEL-28 – SK-MEL-28 melanoma; hit rate 4.1% among 81,000; AID 1794761
# UACC-257 – UACC-257 melanoma. hit rate 4.4% among 78,000. AID 1794764
# SK-MEL-5 – SK-MEL-5 melanoma. hit rate 6.4% among 80,000
# M14 – M14 melanoma. hit rate 6.2% among 80,000
# UACC-62 – UACC-62 melanoma | hit rate 5.4% among 81,000 | AID 1794756
# HOP-92 – HOP-92 NSCLC cells; hit rate 6.3% among 71,000; AID 1794738
# EKVX – EKVX NSCLC; hit rate 3% among 71,000
# Active calls of the source: *; / = no result given. How the source made its calls: active means growth percent below 10; inactive means the rest.
SMILES,A549/ATCC,SK-MEL-28,UACC-257,SK-MEL-5,M14,UACC-62,HOP-92,EKVX
N#Cc1ccccc1-c1ccc(CN2C(=O)Cc3cc(CCn4cnnc4)c(Cl)cc32)cc1,91.5,97.0,98.4,94.2,90.8,76.4,/,95.5
Oc1ccccc1/C=N/NC(=S)NC1CC2C=CC1C2 (stereo not drawn),69.9,83.1,76.8,78.3,47.7,82.9,82.4,95.3
CC1(C)CC(=O)C2=C(C1)OC(C(=O)c1ccc(Cl)cc1)C2c1cccc(Oc2ccccc2)c1 (stereo not drawn),51.7,88.9,78.2,75.3,71.6,52.6,46.1,66.4
COc1ccc(C(=O)c2cc(OC)c(OC)c(OC)c2)cc1OC(=O)C(Cl)(Cl)Cl,19.0,51.6,56.0,-24.1*,-4.4*,39.8,50.3,61.3
NCCNc1ccc([N+](=O)[O-])cc1,108.4,108.5,114.6,117.5,106.2,106.2,98.9,137.1
N#Cc1ccc(OC(=O)Nc2ccccc2Cl)cc1,88.8,102.4,96.0,/,99.4,88.4,/,/
COc1cc(C(C)(C)C)c(O)c(C(C)(C)C)c1,80.1,106.7,79.2,106.1,100.8,89.6,93.1,103.5
CCOC(=O)c1nc(-c2ccccc2)oc1N1CCOCC1,97.9,103.8,103.5,97.6,92.9,87.4,83.6,99.5
O=C(C#Cc1ccccc1)c1ccccc1,100.0,110.0,103.2,103.6,101.5,116.8,115.7,120.8
CCCSc1nc(N)nc2n[nH]nc12,87.0,109.4,96.9,95.5,92.1,94.7,90.5,98.8
CCN1CCN(C2=C(N3CCN(CC)CC3)c3c(sc4c(F)cccc34)C(c3cccc([N+](=O)[O-])c3)N2)CC1 (stereo not drawn),110.1,111.2,109.8,102.1,105.2,91.2,89.6,101.4
CC(C)(C)[Si](C)(C)OCC1OC(n2cnc3c(N)ncnc32)C2OC(=S)OC12 (stereo not drawn),93.1,108.1,95.6,99.3,102.7,91.5,108.3,108.3
Cn1cnc2c1c(=O)n(CC(=O)Nc1ccc(S(=O)(=O)Nc3ncccn3)cc1)c(=O)n2C,92.9,110.6,/,109.2,94.2,/,93.6,109.3
COc1ccc(C2CC(c3cc(OC)c(OC)c(OC)c3)=NN2C(C)=O)cc1OCC(=O)Nc1nc2ccc(OC(F)(F)F)cc2s1 (stereo not drawn),79.6,70.7,64.4,89.8,68.3,64.5,70.9,82.8
CN(C)C(=O)SC1=C(c2c(Cl)cccc2Cl)C(=O)c2ccccc21,110.0,-34.1*,48.8,40.1,23.2,26.7,3.6*,0.8*
CCCCOC(C)OC(CC)c1ccc2c(c1)OCO2 (stereo not drawn),101.5,114.2,101.6,97.0,106.2,98.2,112.5,105.4
CN(C)C(=C(c1ccccc1)c1ccccc1)c1ccccc1,88.8,107.6,/,101.8,94.7,86.7,100.3,96.5
C=C1Sc2ccccc2N1C,97.7,114.4,/,98.1,101.6,99.7,95.9,104.0
CCCn1cc(/C=N\N=C2\C(=O)Nc3c(F)cccc32)c2ccccc21,87.6,96.1,83.5,88.1,87.3,79.0,71.8,67.5
CC(=O)Nc1ccc(S(=O)(=O)N2C(=O)CCC2C(=O)Nc2ccccc2)cc1 (stereo not drawn),21.3,48.6,33.7,20.2,10.3,11.0,-5.8*,/
N#CC1(NC(Cc2ccccc2)c2ccccc2)CCCCCCCCCCC1 (stereo not drawn),98.4,94.8,88.5,103.4,108.6,97.2,81.8,/
CN(C)c1ccc(N=Nc2ccc3ccccc3c2)cc1,92.0,103.3,101.9,87.3,99.1,90.8,82.1,83.5
CC1=NC2=NN=C(c3ccccc3)NN2C(c2ccccc2)=C1,111.2,102.2,113.6,99.1,/,91.3,108.3,88.8
COC(=O)c1ccc(C(=O)Nc2ncnc3nc[nH]c23)cc1,94.5,111.2,101.3,106.0,103.9,95.0,101.1,104.8
Clc1ccc(-c2nnc(CCc3nc(-c4ccc(Br)cc4)no3)o2)cc1,111.2,110.5,112.3,100.2,105.6,100.2,107.1,103.7
O=C(CSC(=S)N1CCN(c2ccccc2)CC1)Nc1nc2ccccc2s1,91.1,110.7,104.6,102.3,97.3,/,89.5,103.8
OC1CCCCC1C1(NC(=S)Nc2ccccc2)CCCCC1 (stereo not drawn),92.6,103.9,96.6,100.0,106.5,103.5,94.0,/
O=C(Cc1ccccc1)N(CCO)CCO,104.6,105.9,99.1,111.7,93.6,111.9,/,/
N#CC(N)c1ccc(OCCCCCCCCCCOc2ccc(C(N)C#N)cc2)cc1 (stereo not drawn),74.2,104.4,91.3,94.0,99.0,90.8,92.2,106.2
CCOc1ccccc1Nc1nc(-c2c(C)nc3sccn23)cs1,62.7,89.2,61.9,21.6,59.9,81.1,73.5,/
Nc1nccc2c1ccn2-c1ccc(NC(=O)Nc2cccc(C(F)(F)F)c2)cc1,91.3,101.3,112.5,93.5,91.5,91.1,57.4,93.7
N#CC1C(=O)NC(=O)C(C#N)C12CCCc1sccc12 (stereo not drawn),95.7,109.1,107.0,106.1,97.6,110.6,106.9,103.2
CCN(CC)c1ccc(C(O)C2=CC(=O)c3ccccc3C2=O)cc1 (stereo not drawn),47.6,-23.1*,9.3*,-38.0*,13.8,-45.3*,/,/
C[C@]12CCC(=O)C=C1[C@@H](F)C[C@@H]1[C@@H]2[C@@H](O)C[C@@]2(C)[C@H]1CC[C@]2(O)C(=O)CO,71.9,101.4,102.2,103.4,102.8,101.6,/,70.9
CCCNS(=O)(=O)c1cc(C(=O)Nc2ccc(NC(=O)c3cc(S(=O)(=O)NCCC)c(O)c(O)c3O)cc2)c(O)c(O)c1O,82.2,107.6,96.9,100.1,100.9,104.3,123.0,89.0
Cc1ccc(Nc2nnc(-c3cc(-c4ccncc4)n(-c4ccccc4)n3)s2)cc1,60.5,105.8,110.4,67.7,61.9,83.9,/,97.7
COc1ccc(N(c2nc(-c3ccc([N+](=O)[O-])cc3)cs2)C(C)C)cc1,85.3,103.3,80.5,78.9,89.9,68.4,74.3,65.8
CCc1nn2c(-c3ccc(OC)c(OC)c3)c(-c3cc(OC)c(OC)c(OC)c3)nc2s1,84.9,61.9,72.8,71.5,72.6,53.7,63.5,/
ClC(c1ccccc1)(c1ccccc1)c1cccc2ccccc12,94.9,106.1,107.9,101.6,96.0,84.7,90.6,93.7
COc1cc2oc(=O)ccc2cc1C(=O)CC(C)C,96.2,102.7,107.2,100.6,103.5,107.0,101.8,50.2

# A portion taken from the entries so far:
SMILES,A549/ATCC,SK-MEL-28,UACC-257,SK-MEL-5,M14,UACC-62,HOP-92,EKVX
N#CC1(NC(Cc2ccccc2)c2ccccc2)CCCCCCCCCCC1 (stereo not drawn),98.4,94.8,88.5,103.4,108.6,97.2,81.8,/
CN(C)c1ccc(N=Nc2ccc3ccccc3c2)cc1,92.0,103.3,101.9,87.3,99.1,90.8,82.1,83.5
CC1=NC2=NN=C(c3ccccc3)NN2C(c2ccccc2)=C1,111.2,102.2,113.6,99.1,/,91.3,108.3,88.8
COC(=O)c1ccc(C(=O)Nc2ncnc3nc[nH]c23)cc1,94.5,111.2,101.3,106.0,103.9,95.0,101.1,104.8

# Continuation.
SMILES,A549/ATCC,SK-MEL-28,UACC-257,SK-MEL-5,M14,UACC-62,HOP-92,EKVX
O=S(=O)(Oc1ccc(Br)cc1)c1ccccc1,95.0,112.4,108.3,92.2,98.4,87.5,103.0,101.0
O=C(CSc1nnc(CN2CCN(c3cc4c(cc3F)c(=O)c(C(=O)O)cn4C3CC3)CC2)o1)c1ccc(Cl)cc1,90.0,104.1,92.4,92.8,97.1,82.8,72.8,88.4
CCN(CC)CC1CO1 (stereo not drawn),99.5,110.3,94.7,114.4,108.5,102.3,95.1,100.4
NC(=S)N/N=C(/C=C/c1cn(-c2ccccc2)nc1-c1ccc(Cl)cc1)c1cc2ccccc2oc1=O,41.4,73.0,76.3,30.4,54.1,49.6,70.2,35.0
Cn1c(=O)c2[nH]c(=O)[nH]c2n(C)c1=O,103.9,104.2,104.4,111.4,/,117.1,103.1,111.4
COc1ccc2[nH]cc(/C=C3/C(=O)Nc4cc(Cl)ccc43)c2c1,73.9,86.9,90.5,95.8,91.7,71.1,/,90.4
CCC(C#N)(c1ccccc1)c1ccccc1,90.4,106.0,97.0,103.9,115.1,99.0,93.6,111.0
Cc1cc(C)c2cc(N)c(Cl)nc2n1,83.7,107.0,89.5,104.1,103.1,96.7,93.3,95.8
COc1nc(N)nc(-n2c(-c3ccccc3)nc3ccccc32)c1NCc1ccccc1,95.1,115.8,106.1,81.1,101.3,65.0,90.3,58.7
O=C(Nc1ccc(-n2cnc3ccccc32)nc1)c1ccccc1,94.2,107.8,103.1,98.3,94.2,74.5,91.0,96.8
OC1COCOC1C(O)C1OCOCC1O (stereo not drawn),100.3,106.5,103.9,103.2,104.8,98.8,94.3,102.6
COc1cccc(/C=N\NC(=O)C2CC2)c1,95.0,115.6,83.7,109.2,110.9,100.0,95.1,94.9
COC(=O)c1cc2cc(/C=C3/SC(=S)N(N)C3=O)oc2n1Cc1ccccc1,61.2,105.8,78.0,104.1,/,111.3,117.3,101.8
COC(=O)C1(CC(=O)/C=C/c2ccccc2)NC(=S)NC(=O)C1C#N (stereo not drawn),114.8,108.4,117.3,99.6,111.2,96.2,81.9,99.2
CC1CCc2c(sc3nc(SCC(=O)N/N=C/c4cccc(O)c4)n(-c4ccccc4)c(=O)c23)C1 (stereo not drawn),86.3,79.7,91.3,77.6,78.3,78.7,11.6,62.0
Cc1nn(-c2ccccc2)c2c1C1C(=C(c3ccc(F)cc3)N2)C(=O)N(Cc2ccccc2)c2ccccc21 (stereo not drawn),80.6,97.2,89.2,93.6,101.6,95.9,105.5,/
C#CC1(OC(=O)Nc2cccc(Cl)c2)CCCCC1,80.0,104.5,93.7,96.7,97.6,89.4,72.9,101.2
CC(C)CCNNCCC(C)C,99.9,115.1,98.3,103.9,110.1,111.4,/,/
CC1(O)CCCC1(C)O (stereo not drawn),98.0,106.1,/,100.5,90.6,92.3,43.6,95.1
N#CCCCCCCCCCC#N,101.7,104.5,98.5,106.2,98.8,102.5,106.9,/
Cn1ncc2c(Nc3ccccc3Cl)nc(Nc3ccccc3Cl)nc21,82.1,105.9,103.6,96.5,108.9,73.9,/,96.9
CCc1nc(C)cn1C(=O)OCc1nc2nc(Cl)nc(N3CCOCC3)c2[nH]1,15.1,-89.6*,-80.8*,-35.8*,-56.8*,-88.4*,-50.2*,48.2
O=C(NN1C(=O)c2cc(C(=O)O)c(C(=O)O)cc2C1=O)c1ccncc1,118.8,94.2,113.9,105.6,/,92.3,4.1*,107.7
O=C(Nc1ccc(-c2nc3cc4ccccc4cc3[nH]2)cc1)c1cccc(Br)c1,27.0,41.8,42.3,37.1,34.2,39.0,72.6,/
Oc1ccc(N2CCOCC2)cc1,/,106.0,/,92.1,100.5,97.8,104.9,97.4
O=Nc1c(-c2ccccc2)[nH]oc1=O,91.9,112.1,111.7,99.5,106.0,74.9,/,107.2
O=C(Cn1nncc1CN1C(=O)CSC1=O)Nc1ccc(Cl)cc1,103.5,108.4,108.3,108.1,97.8,95.0,103.0,102.6
Cc1ccc2nc(-c3c(C)nn(-c4ccccc4)c3Oc3ccccc3)[nH]c2c1,104.4,107.4,121.3,100.0,101.8,79.1,110.8,91.5
CC(C)Oc1c(B(O)O)cccc1-c1nc2ccc3[nH]ncc3c2c2c1CCCC2,57.0,101.6,85.4,88.2,97.0,68.9,40.6,49.9
Cc1nn(C)c2ncnc(Nc3ccccc3Br)c12,99.3,101.8,104.9,97.7,101.4,93.3,103.8,60.6
O=S(O)c1ccc(Cl)cc1,112.6,111.0,116.7,103.7,103.4,100.7,105.5,102.9
O=c1[nH]c2ccccc2nc1/C=C/NC(=S)NCc1ccccc1,95.9,109.3,109.2,103.4,99.3,103.3,93.0,95.1
Cc1ccc(-n2cc(/C=N/NC(=O)c3ccccc3)c(-c3ccc(S(C)(=O)=O)cc3)n2)cc1,93.9,92.6,91.5,75.3,/,93.7,52.0,86.0
FC(F)(F)c1ccc2c(c1)n1cnnc1c1nncn21,/,115.3,/,98.7,114.1,109.6,88.7,94.4
CNC(=S)N(C1CCCCC1)C1CCCCC1,98.9,102.4,103.4,95.9,108.6,78.1,89.9,101.1
O=C(Nc1nc(-c2ccc([N+](=O)[O-])cc2)cs1)c1ccccc1CN1C(=O)c2ccccc2C1=O,100.5,113.6,97.9,99.2,102.4,91.3,91.9,100.4
COc1cc(C(=O)OCCCCCCCCCCC[P+](c2ccccc2)(c2ccccc2)c2ccccc2)ccc1O,-8.0*,-66.1*,-21.6*,-98.1*,-24.5*,-16.0*,-49.5*,/
CCOC(=O)C1CC(CN2C(=O)c3ccccc3C2=O)OC1=O (stereo not drawn),102.2,109.0,112.8,105.5,108.6,114.1,91.1,107.3

# Record cards, as listed above. Screens in order: A549/ATCC, SK-MEL-28, UACC-257, SK-MEL-5, M14, UACC-62, HOP-92, EKVX
# COc1cc(C(C)(C)C)c(O)c(C(C)(C)C)c1 is listed as 80.1, 106.7, 79.2, 106.1, 100.8, 89.6, 93.1, 103.5
# CCCn1cc(/C=N\N=C2\C(=O)Nc3c(F)cccc32)c2ccccc21 is listed as 87.6, 96.1, 83.5, 88.1, 87.3, 79.0, 71.8, 67.5
# CC1(C)CC(=O)C2=C(C1)OC(C(=O)c1ccc(Cl)cc1)C2c1cccc(Oc2ccccc2)c1 (stereo not drawn) is listed as 51.7, 88.9, 78.2, 75.3, 71.6, 52.6, 46.1, 66.4
# COc1ccc(N(c2nc(-c3ccc([N+](=O)[O-])cc3)cs2)C(C)C)cc1 is listed as 85.3, 103.3, 80.5, 78.9, 89.9, 68.4, 74.3, 65.8
# ClC(c1ccccc1)(c1ccccc1)c1cccc2ccccc12 is listed as 94.9, 106.1, 107.9, 101.6, 96.0, 84.7, 90.6, 93.7
